ERK EGF inh: qHTS Assay for Inhibitors of the ERK Signaling Pathway using a Homogeneous Screening Assay; Stimulation with EGF | HEK293-V1b, EGF-stimulated phospho-ERK AlphaScreen | Potency, µM (top dose mostly 11.5 µM), for the others: at the top dose activity change, negative = inhibition, actives largely listed as inhibitors | hit rate 0.41% among 130,000; active means well fitted inhibition curve with a large enough effect; inconclusive means small, poorly fitted or top-dose-only effect, or effect the other way;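 further: plate controls were stimulated vehicle wells for no effect and unstimulated vehicle basal for full effect; nearly all actives have a fitted effect of over 55% in size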
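V1b-HEK293, 1% FBS o/n; cpd 30 min 37C; EGF 25 nM final, 5 min; lyse 10 min; AlphaScreen beads 5 h RT. Normalized DMSO basal vs EGF max; Hill AC50.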
* hit, by the source's call; ? = inconclusive; [ ] = remark or other dose. Potency means the concentration at half of the fitted maximal effect. The list is partial, so the mix of outcomes need not match the whole.

compound	ERK EGF inh
CC1(C)CC(=O)C2=C(C1)OC(N)=C(C#N)C2c1cn(-c2ccccc2)nc1-c1ccc(F)cc1 (stereo unspecified)	8.5%
O=C(O)C(Cc1c[nH]c2ccccc12)N1C(=O)C2C3c4ccccc4C(c4ccccc43)C2C1=O (stereo unspecified)	-0.9%
Cn1ccnc1C(=O)C1CCCN(Cc2cn[nH]c2-c2ccc(-c3ccccc3)cc2)C1 (stereo unspecified)	-7.4%
COc1ccccc1N(C)S(=O)(=O)c1ccc(Cl)c(C(=O)OCc2c(C)noc2C)c1	-6.5%
CCn1c(SCc2ccc(Cl)cc2)nnc1-c1ccccc1	-2.6%
CCc1noc(C)c1C(=O)N1CCCC(C(=O)c2ccc(OC)c(F)c2)C1 (stereo unspecified)	18.8%
CCOP(=O)(c1ccccc1)c1nc(-c2ccccc2Cl)oc1N1CCCCC1 (stereo unspecified)	2.6%
CN(Cc1cccs1)C(=O)/C=C/c1ccccc1[N+](=O)[O-]	25.6%
COc1ccc2c(c1OC)C(=O)N(c1ccc(C)c(C)c1)C2=O	6.3%
Fc1ccc(-c2csc(/C=C/c3ccc4c(c3)OCO4)n2)cc1	7.5%
CCC(=O)Nc1cccc2c1C(=O)N(C)C2=O	12.9%
Cc1ccc(S(=O)(=O)NC(=O)NN2C[C@H]3CCC[C@@H]3C2)cc1	-5.3%[25.7 µM]
C=CCn1cc(-c2cccc(C(F)(F)F)c2)cc(C#N)c1=O	0.0%
CCc1cc2c(=O)[nH]c(COC)nc2s1	9.1%
CC(c1cc2ccccc2s1)N(O)C(N)=O (stereo unspecified)	3.7%[57.5 µM]
CC(NC(=O)COC(=O)c1ccc(N(C)C)cc1)c1ccccc1 (stereo unspecified)	-8.3%
CC(Oc1ccc(Cl)cc1Cl)c1ccnc2nc(N3CCOCC3)nn12 (stereo unspecified)	3.5%
Cc1ccc(OCCNc2cc(N3CCN(CCO)CC3)ccc2[N+](=O)[O-])cc1C	?
Cc1ccc(-c2nc3cccnc3s2)cc1NS(=O)(=O)c1cccs1	-13.6%[57.5 µM]
O=C(O)c1ccc(-c2ncc[nH]2)cc1	3.1%
O=c1cc(-c2ccccc2)oc2cc(O)c(O)cc12	8.3%
N/C(Cc1ccc(Cl)cc1Cl)=N\OC(=O)c1ccc(Br)o1	-0.6%[57.5 µM]
COc1ccc2oc(-c3ccc(O)cc3)cc(=O)c2c1	2.8%
COc1ccccc1-c1nnc(SCC(=O)NC2CCCCC2)o1	-9.2%
CN(C)C(=O)CCC(=O)N1CCCC(C(=O)c2ccc3c4c(cccc24)CC3)C1 (stereo unspecified)	-8.8%
CCOC(=O)C(C)(C)n1nnc(-c2ccc([N+](=O)[O-])cc2)n1	-17.6%
O=C(CSc1ncnc2c1cnn2-c1ccc(F)cc1)NCc1ccc2c(c1)OCO2	7.8%
Cc1nc(N=C(N)N)nc2c(C)cccc12	7.1%[57.5 µM]
CCC(=O)NC(=S)Nc1ccc(NC(=O)c2ccco2)c(Cl)c1	7.0%
Cc1ccc(-c2nnc(SCC(=O)N/N=C/c3ccccc3C(=O)O)n2-c2ccc(C)cc2)cc1	-4.7%[57.5 µM]
Cc1c(/C=N/NC(=O)c2ccc(Br)o2)cnn1C	8.5%[57.5 µM]
O=C(CN1CCN(Cc2ccccc2Cl)CC1)N=Nc1c(O)[nH]c2ccccc12	6.4%
C/C(=N\OCC(=O)Nn1c(C)nc2ccccc2c1=O)c1cccs1	3.2%[57.5 µM]
CCC(C)/C(C)=N/NC(=O)c1ccc(CSc2nc3ccccc3s2)cc1 (stereo unspecified)	10.5%
O=C(Nc1ccccc1)c1ccc(NCC2CCCO2)c([N+](=O)[O-])c1 (stereo unspecified)	-5.3%
O=C(COC(=O)CCc1ccccc1)Nc1ccccc1OC(F)F	-16.8%[57.5 µM]
CCCc1nnc(SCC(=O)N2CCOCC2)n1CC1CCCO1 (stereo unspecified)	0.1%
CCOC(=O)CSc1nc(N)c(C#N)cc1C#N	7.2%
COCc1cc(C)n(CC(=O)N2CCCC2)c(=O)c1C#N	-5.8%
CC1(C)CC(=O)C(N=Nc2c(F)cccc2F)=C(O)C1	4.3%[57.5 µM]
CCCc1c(C(=O)Nc2ccc(F)cc2F)cnn1-c1ccccc1	-8.6%[57.5 µM]
CC(=O)Oc1c2c(c3c(c1CC=C(C)C)O[C@@]14C(=CC5CC1C(C)(C)OC4(C/C=C(\C)C(=O)O)C5=O)C3=O)OC(C)(CCC=C(C)C)C=C2 (stereo partly specified)	25.1µM*
O=C(c1ccccc1)c1c[nH]c(C(=O)NNc2cccc(Cl)n2)c1	-3.8%
COCCNC(=O)CN(C(=O)Cn1nnc2ccccc21)c1ccc(C)cc1	-3.0%
S=C(Nc1ccccc1)N1CCN(Cc2ccccc2)CC1	-18.5%[57.5 µM]
NC(=O)NOCc1c(Cl)cccc1Cl	-6.6%
Cc1cc(C)n2nc(SCc3nnc(-c4ccc(F)cc4)o3)nc2n1	4.7%
O=C(NCc1ccc(Cl)cc1)C1CCN(S(=O)(=O)c2ccccc2)CC1	7.4%

Copied from the list:
In ERK EGF inh, CCOC(=O)CSc1nc(N)c(C#N)cc1C#N has 7.2%
In ERK EGF inh, Cc1cc(C)n2nc(SCc3nnc(-c4ccc(F)cc4)o3)nc2n1 has 4.7%

Continued.
compound	ERK EGF inh
N=C1SCC(=O)N1/N=C/c1ccccc1	-1.2%
Cc1nc2nc(SCC(=O)c3ccccc3)[nH]c2cc1Br	-11.2%[57.5 µM]
COc1ccc(Nc2n[nH]c(N)c2C(N)=O)cc1	0.4%
O=C(NCC1CCCO1)C(c1cccs1)N(Cc1ccccc1Cl)C(=O)c1ccc(-c2ccccc2)[nH]1 (stereo unspecified)	-3.1%
COc1ccc(C(=O)n2nc(C#N)c(C#N)c2N)cc1	-1.5%[57.5 µM]
CCNc1nc(SC(C)C(=O)OC)nc(N(C)C)n1 (stereo unspecified)	-3.4%
Cc1ccc(C2NC(c3ccc(C)cc3)C([N+](=O)[O-])C(C)(C)C2[N+](=O)[O-])cc1 (stereo unspecified)	1.9%
COc1cc(C2C(Oc3ccccc3C)C(=O)N2Cc2ccc(F)cc2)cc(OC)c1OC (stereo unspecified)	9.5%
CCOc1nc(-c2ccccc2)ccc1-c1noc(-c2ccco2)n1	-3.5%
O=C(O)CCC[C@H](O)\C=C/C=C/C=C/[C@H](O)C/C=C\CCCCCO	-10.8%
C=CCOc1ccc(/C=N/NC(=O)CN(c2cc(Cl)ccc2OC)S(=O)(=O)c2ccc(C)c([N+](=O)[O-])c2)cc1	2.2%
NC(=O)COC(=O)c1ccc(NS(=O)(=O)c2ccc3c(c2)OCCO3)cc1	-14.5%[57.5 µM]
O=C(N/N=C/c1c(F)c(F)c(F)c(F)c1F)c1cccc(S(=O)(=O)N2CCOCC2)c1	-9.1%
CC(C)CN(C(=O)CN1CCc2ccccc21)c1c(N)n(CC(C)C)c(=O)[nH]c1=O	0.5%
CCOC(=O)c1cc2cc3ccccc3cc2[nH]1	-3.3%[57.5 µM]
C[C@@]1(C(NS(=O)(=O)c2cccc3cccnc23)c2ccc(-c3ccccc3)cc2)C[C@H]1C1CCCCC1 (stereo partly specified)	-0.7%
Nc1cc(=O)[nH]n1C1CCCCC1	-13.9%
Cc1ccnc(NC(c2ccncc2)c2c(C)[nH]c3ccccc23)c1 (stereo unspecified)	-10.1%
Cc1noc(C)c1C(=O)N1CCC2(CC1)CCN(c1ncccn1)CC2	-10.1%
CCOc1ccc(Br)cc1S(=O)(=O)Nc1cccc(S(=O)(=O)NC2=NCCC2)c1	-0.5%
O=C(c1cc(C2CC2)nc2ccccc12)N1N=C(C(F)F)CC1(O)C(F)F (stereo unspecified)	10.4%
COc1ccccc1C(=O)NCC(=O)N/N=C/c1cn[nH]c1-c1ccccc1	2.5%
CC(C1CC1)N(Cc1ccccc1)C(=S)Nc1ccccc1Cl (stereo unspecified)	-5.1%
COc1ccc(N=N/C(=C\O)C(=O)c2cccs2)cc1	1.0%
CN1Cc2c(C(=O)OC(C)(C)C)ncn2-c2ccsc2C1=O	-12.4%
COc1ccc(N/N=C(\C#N)C(=N)N2CCCCC2)cc1	2.6%[57.5 µM]
CC(CN1CCOCC1)OC(=O)C1COc2ccccc2O1 (stereo unspecified)	5.3%
Cc1cccc(C(=O)NCC(=O)OCC(=O)N2CCc3ccccc32)c1	-0.3%
CCOc1ccc(CN(C)CC(=O)NNC(=O)c2ccc(Cl)cc2)cc1OC	-5.5%
COc1ccc(CN2C(=O)Cc3c2nc(N)c2c(N)nc(N4CCCCC4)c(C#N)c32)cc1	-0.8%
C=C(C)c1cccc(C(C)(C)NC(=O)N2CCN(CC)CC2)c1	-2.6%
CC[n+]1c(/C=C(\C)Nc2ccccc2)sc2ccccc21	1.0%

Ordered by SMILES length (rising): 3 of the compounds above
compound	ERK EGF inh
CC[n+]1c(/C=C(\C)Nc2ccccc2)sc2ccccc21	1.0%
C=C(C)c1cccc(C(C)(C)NC(=O)N2CCN(CC)CC2)c1	-2.6%
CCOc1ccc(CN(C)CC(=O)NNC(=O)c2ccc(Cl)cc2)cc1OC	-5.5%

(listing goes on)
compound	ERK EGF inh
CCOc1ccc(C(=O)NC(=S)Nc2ccc(N3CCOCC3)c(Cl)c2)cc1[N+](=O)[O-]	-2.4%
COc1cc(OC)cc(C(=O)N2CCN(C(=O)c3ccc(OC)c(OC)c3)CC2)c1	7.5%
Cc1ccc(/C=C/C(=O)O)cc1S(=O)(=O)N1CCCc2ccccc21	-3.7%[57.5 µM]
CC(=O)Nc1nnc(CCS(=O)(=O)c2ccc(Cl)cc2)s1	-7.5%
Nc1n[nH]c(C2CC2)c1N=Nc1ccc(Cl)cc1	-3.0%[57.5 µM]
Cc1ccc(-c2csc(NC(=O)C[n+]3cc(-c4ccccc4)n4c3CCC4)n2)cc1	1.8%[57.5 µM]
Cc1[nH]c2ccccc2c1C(=O)C(=O)NCCC1=CCCCC1	9.5%
COc1ccc(-c2ccc(C#N)c(SCC(=O)NCc3ccco3)n2)cc1OC	6.0%[57.5 µM]
COc1ccc(/C=C(/NC(=O)c2cccc([N+](=O)[O-])c2)C(=O)O)cc1OC	-2.1%
COc1ccc(NC(=S)Nc2ccc(OCc3ccccc3)cc2)cc1OC	-0.5%
Cc1ccc(S(=O)(=O)NCc2ccc(C(=O)N3CCCC3)cc2)cc1	-3.7%
COC(=O)N/N=C\c1cccc(OC(=O)c2cccs2)c1	1.0%
O=C1CCC(=O)N1CC(O)COc1ccccc1 (stereo unspecified)	-5.4%[57.5 µM]
O=C(COc1ccc2ccccc2c1)Nc1ccncc1	-0.8%
COc1ccc(Cl)cc1NC(=O)COC(=O)CCCN1C(=O)c2ccccc2C1=O	-2.3%
N[C@H](Cc1cnc[nH]1)C(=O)O	-13.2%
CC(C)NCC(O)c1ccc(NS(C)(=O)=O)cc1 (stereo unspecified)	-1.1%
Cc1occc1-c1nnc(SCC(=O)NC(C)(C)C)n1CC(C)C	8.4%
CCOc1ccc2[nH]cc(S(=O)(=O)c3ccc(C)cc3)c(=O)c2c1	1.5%
O=C(/C=C/c1ccccc1)Nc1ccc(N2CCCCC2)cc1	-8.1%
Cc1ccc(S(=O)(=O)NNC(=O)C(=O)NNS(=O)(=O)c2ccc(C)cc2)cc1	-3.0%
COc1ccc(Nc2nc(N)nc(CCl)n2)cc1	2.8%[57.5 µM]
Cc1nc(NC(=O)CSc2nnc(-c3ccccc3)c(-c3ccccc3)n2)c(Cl)cc1Cl	-4.1%
CN(C)CCCNC(=O)/C=C/c1ccc2c(c1)OCO2	-7.5%
Cn1c(=O)c2c(nc(N3CCN(C(=O)c4ccco4)CC3)n2CCSc2ncccn2)n(C)c1=O	-6.3%
Cc1cccc(C(=O)N2CCN(c3ccc(N4CCOCC4)nn3)CC2)c1	14.2%[57.5 µM]
O=C(C[n+]1cc(-c2ccc(Cl)cc2)n2c1CCC2)Nc1nc(-c2ccccc2)cs1	-19.5%[57.5 µM]
CC(=O)Nc1nc(C)c(CCC2OCCO2)c(=O)[nH]1	-0.4%[57.5 µM]
Cc1ccc(-c2nn3c(C)nnc3c3ccccc23)cc1S(=O)(=O)NC(C)(C)CO	17.8%
O=C(CN1c2ccccc2Sc2ccccc21)NNC(=S)Nc1ccc(Cl)cc1	?
CC(C)(C)c1ccc(NC(=O)CSc2nnc(-c3n[nH]c4ccccc34)o2)cc1	4.2%
CC(=O)NNC(=S)NC(=O)C(c1ccccc1)c1ccccc1	-7.8%
O=c1c(O)c(-c2ccccc2)oc2cccc(O)c12	17.4%
Cc1ccc(N2NC(=O)/C(=C/c3ccc(-c4ccc(Cl)c(C(=O)O)c4)o3)C2=O)cc1	6.5%
Cc1ccc(-c2cc(C(F)F)n3ncc(C(=O)N4CCCCC4c4cccnc4)c3n2)cc1 (stereo unspecified)	3.2%
C[C@@H]1NC(=O)[C@H](CC(N)=O)NC(=O)c2cc([N+](=O)[O-])cc(I)c2OCC[C@@H](C(=O)NC(CC(=O)O)C(N)=O)NC1=O (stereo partly specified)	-5.2%
CC1CC1C(=O)OCC(=O)Nc1ccccc1Oc1ccccc1 (stereo unspecified)	12.2%
CCOc1ccc(N2C(=O)CC(N)C2=O)cc1 (stereo unspecified)	10.8%

High-throughput results from PubChem BioAssay.
